CRFBP-R2 agonist – CRF-BP/CRF-R2 complex agonism; HEK293 CRF-R2/CRF-BP, calcium dye fluorescence (FLIPR); percent of saturating CRF peptide response; activation, % at 13.2 µM; 350,000 tested, 0.46% active;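 active = activation of at least 50%, plus an integration ratio under a set limit after plate pattern correction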;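 note: plate controls were neutral control wells without compound for no effect and CRF at EC100 for full effect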
M1 PAM – human CHRM1 positive allosteric modulation; activation, % at 3 µM; 360,000 tested, 0.088% active; AID 588819; CHO-K1 hM1, Fluo-8 calcium fluorescence, ACh EC20; 0% = ACh EC20, 100% = maximal ACh; P11229; in the data active = activation above about 19%, passing the limit was not always enough
CHRM5 antagonist – antagonists of human muscarinic M5 receptor (CHRM5). CHO-hM5 cells, Fluo-8 calcium fluorescence, ACh EC80. 360,000 tested, 0.59% active. inhibition, % at 3 µM. AID 624040;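 active = inhibition above a per-plate cutoff, the mean of that plate's test compounds plus 3 SD, cut at about 27% in these data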;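 note: 0% = acetylcholine EC80 with DMSO and 100% = DMSO without agonist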
Target sequence (P08912 whole entry, looked up): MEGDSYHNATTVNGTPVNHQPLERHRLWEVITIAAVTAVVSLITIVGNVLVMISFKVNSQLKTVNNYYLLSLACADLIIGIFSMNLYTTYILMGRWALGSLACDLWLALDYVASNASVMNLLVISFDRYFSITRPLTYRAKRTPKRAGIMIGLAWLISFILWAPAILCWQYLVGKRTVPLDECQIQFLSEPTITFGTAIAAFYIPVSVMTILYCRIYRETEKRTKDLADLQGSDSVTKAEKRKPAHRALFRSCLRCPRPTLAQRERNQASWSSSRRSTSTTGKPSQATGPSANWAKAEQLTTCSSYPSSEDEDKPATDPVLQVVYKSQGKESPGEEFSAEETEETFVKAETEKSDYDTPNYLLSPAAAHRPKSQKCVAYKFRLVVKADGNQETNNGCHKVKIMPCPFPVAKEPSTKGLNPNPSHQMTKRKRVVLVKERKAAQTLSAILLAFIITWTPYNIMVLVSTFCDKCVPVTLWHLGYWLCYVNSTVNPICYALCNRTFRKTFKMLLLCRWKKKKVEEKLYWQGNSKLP
CHRM5 agonist – CHRM5 agonism in calcium assay | 360,000 tested, 0.19% active | P08912 | activation, % at 3 µM | AID 624037 | CHO-K1 hM5 cells, Fluo-8 calcium fluorescence; 0% DMSO wells, 100% maximal acetylcholine response;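 active = activation above the run's mean over test compounds plus 3 SD, cut at about 23% in these data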;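 note: signal is peak over basal fluorescence ratio across the kinetic read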
CHRM4 agonist – agonists of human muscarinic M4 receptor (CHRM4) | P08173 | CHO-K1 hM4/Gqi5, Fluo-8 calcium fluorescence; vehicle 0%, full acetylcholine response 100% | activation, % at 3 µM | 360,000 tested, 0.14% active | AID 624127;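 active = activation above the run mean over all test wells plus 3 SD, cut at about 32% in these data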;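 note: peak over basal fluorescence ratio per well then scaled between controls; 0% = DMSO wells and 100% = acetylcholine at EC100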
Target sequence (P08173 whole entry, looked up): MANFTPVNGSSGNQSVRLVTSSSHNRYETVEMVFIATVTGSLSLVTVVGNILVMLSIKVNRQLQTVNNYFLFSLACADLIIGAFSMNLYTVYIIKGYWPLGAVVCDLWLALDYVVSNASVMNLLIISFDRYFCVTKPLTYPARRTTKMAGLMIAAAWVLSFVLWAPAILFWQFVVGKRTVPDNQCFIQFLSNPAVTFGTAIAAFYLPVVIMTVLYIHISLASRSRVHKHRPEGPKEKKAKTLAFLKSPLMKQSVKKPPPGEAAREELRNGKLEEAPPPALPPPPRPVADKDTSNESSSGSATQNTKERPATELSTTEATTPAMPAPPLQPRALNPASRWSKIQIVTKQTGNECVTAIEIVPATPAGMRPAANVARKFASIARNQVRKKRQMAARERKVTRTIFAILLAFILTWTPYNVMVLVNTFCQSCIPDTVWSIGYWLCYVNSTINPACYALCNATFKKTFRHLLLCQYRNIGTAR
CHRM4 antagonist – antagonists of human muscarinic M4 receptor (CHRM4) | P08173 | CHO-hM4 cells, ACh EC80, Fluo-8 calcium fluorescence | inhibition, % at 3 µM | 360,000 tested, 0.73% active;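 active = inhibition above its plate's cutoff, the mean inhibition of sample wells plus 3 SD, cut at about 27% in these data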;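 note: 0% = acetylcholine EC80 with DMSO and 100% = DMSO without agonist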
M4 PAM – CHRM4 positive allosteric modulation; 360,000 tested, 0.4% active; P08173; AID 624126; CHO-K1 hM4/Gqi5, Fluo-8 calcium fluorescence, ACh EC20; 0% = ACh EC20, 100% = maximal ACh; activation, % at 3 µM;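 active = activation above its plate's cutoff, the mean activation of sample wells plus 3 SD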; note: some results filed as inactive read as strong as hits
M5 PAM – potentiates acetylcholine response at human M5 receptor. P08912. CHO-K1 hM5, Fluo-8 calcium, ACh EC20 PAM; 0% = ACh EC20, 100% = ACh EC100. activation, % at 3 µM. 360,000 tested, 0.3% active. AID 624038;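 active = activation above the run cutoff, the mean activation of all test compounds plus 3 SD, cut at about 18% in these data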
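system = human M5 receptor in CHO-K1 cells | compound = one concentration, 3 µM final (nominal) | schedule = Post-acetylcholine fluorescence recording 140 s | signal = Fluo-8 calcium dye fluorescence, kinetic read | benchmarks = low control EC20 acetylcholine (0%), high control EC100 acetylcholine (100%) | repeats = singlicate, one well per test compound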
M1 antag – antagonists of human M1 muscarinic receptor. inhibition, % at 3 µM. P11229. CHO-K1 hM1, Fluo-8 calcium fluorescence, ACh EC80 antagonist. 360,000 tested, 1.3% active. AID 588852;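 active = percent inhibition above its own plate's cutoff, namely the mean of that plate's compound wells plus 3 SD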;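 note: peak over basal fluorescence ratio during 140 s after agonist addition; 0% = ACh EC80 plus DMSO and 100% = DMSO alone without agonist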
Numbers without * were called inactive; nt = not tested or not shown.

SMILES	CRFBP-R2 agonist	M1 PAM	CHRM5 antagonist	CHRM5 agonist	CHRM4 agonist	CHRM4 antagonist	M4 PAM	M5 PAM	M1 antag
C=CCNC(=O)COC(=O)c1ccc(Sc2nncn2C)c([N+](=O)[O-])c1	1.1	1	0	-2	1	-7	12	-4	0
COc1ccc(S(=O)(=O)N2CCN(C(=O)c3cccc(Cl)c3)CC2)cc1	-0.6	10	-9	2	2	-5	-1	6	-15
COc1cc(C#Cc2ccc3cc(C(C)(C)O)oc(=O)c3c2)cc(OC)c1	0.7	15	7	7	0	-7	4	9	9
Cc1cc(Cl)ccc1NNC(=O)c1c(C)noc1C	-1.8	6	11	1	0	-1	-4	-4	-3
CC(Cc1c[nH]c2ccccc12)NC(=O)OCCCl (stereo not given)	0.3	2	6	0	0	-1	-1	8	14
CCOc1ccc(S(=O)(=O)NCc2ccncc2)cc1NC(=O)c1ccccc1	0.2	-8	10	-2	6	-5	-5	-4	18
O=C(Nc1ccccc1)c1ccccc1NC(=O)c1ccccc1[N+](=O)[O-]	0.2	5	10	-1	3	-2	18	0	-14
C=CCn1c(-c2ccco2)n[nH]c1=S	0.3	1	-4	0	1	-9	12	-2	0
O=C1CN(S(=O)(=O)c2ccccc2)CCN1S(=O)(=O)c1ccccc1	-0.4	5	1	-4	0	5	5	-1	-4
Cc1ccc(CN(C)C2CCN(C)CC2)cc1	-0.3	2	-3	4	1	4	-1	3	-7
Cc1ccoc1C(=O)N1CCCCC1C(=O)O (stereo not given)	-1.2	5	11	0	1	10	7	0	-3
COc1cccc(=O)c2c(C)n(C)c(C)c12	2.4	8	-1	-1	-1	12	4	1	-10
CCOc1ccc(-c2cc(C(=O)N/N=C/c3ccc(O)cc3)c3ccccc3n2)cc1	-1.5	9	12	1	4	2	1	-1	-19
CCOC(=O)N/N=C/c1cccnc1	13	11	9	5	0	-5	-1	-2	-10
CCN1CCN(C(=O)/C(C#N)=C/c2ccc(OC(F)F)cc2)CC1	0.9	12	9	4	0	-2	5	1	-12
CCN(CC)CCNC(=O)c1ccc(NC(=O)c2cccc(S(=O)(=O)Nc3ccc(C)cc3)c2)cc1	-2.4	-31	52*	-11	1	43*	-20	-19	98*
COc1ccccc1N1CCN(C(=O)/C=C/c2cccs2)CC1	-0.8	4	1	-2	1	0	-4	-1	-9
NC(=S)NC1CC2CC1C1C=CCC21 (stereo not given)	0.6	5	6	0	0	7	-11	-1	-4
Clc1ccccc1CSc1ncn(-c2ccccc2)n1	3.7	-1	13	-3	-3	3	-9	-3	-4
COc1ccc(Nc2nc(N)nc(CSc3nccn3C)n2)cc1	0.1	6	1	0	1	-2	-2	2	-9
CCCNC(=O)c1onc(CSc2ccc(F)cc2)c1C(=O)NC(C)C	-0.7	11	5	1	-1	-5	14	0	-14
Cc1ccc(N=C2SCCCN2C(=O)c2ccco2)cc1Cl	-1.7	-5	-4	-11	1	5	-1	9	-11
COc1ccc([N+](=O)[O-])cc1N(CC(=O)NCCC1=CCCCC1)S(C)(=O)=O	0.5	-1	4	-4	1	0	-1	-3	-5
Cc1cc(N2CCN(c3ccc(F)cc3)CC2)nc(-c2ccccc2)n1	3.5	8	-7	-5	-1	-2	7	-2	-7
COc1ccccc1OCCCOc1ccc(/C=C2\SC(=O)NC2=O)cc1OC	-2.3	-3	3	9	7	6	-3	-10	2
COc1ccc(C(=O)NC(C)c2cc(OC)c(OC)cc2Br)cc1 (stereo not given)	-1.4	0	-1	4	4	0	3	1	4
CC(=O)Nc1ccc(NC(=O)CN(c2cccc(C(C)=O)c2)S(C)(=O)=O)cc1	-0.1	-7	19	-4	0	-2	3	-8	-5
NC(=O)c1ncn([C@@H]2O[C@H](CNCc3ccccc3C#Cc3ccccc3)[C@@H](O)[C@H]2O)n1	2.2	2	-4	-1	0	-9	2	8	-2
CCOC(=O)c1c(C)oc(NC(=O)CCl)c1C(=O)OCC	0.2	4	1	-3	0	3	-5	-3	0
O=C(COC(=O)C1=COCCO1)Nc1cc(S(=O)(=O)N2CCCCC2)ccc1Cl	-3.7	6	8	-3	4	2	2	-4	-8
CC(=O)c1ccc(NC(=S)NCc2cccnc2)cc1	0.6	11	6	-3	1	12	-5	2	-13
O=C(NNC(=O)c1cc2cc3ccccc3nc2s1)c1cccc(Cl)c1	4.8	5	5	-2	1	3	30*	13	-4
O=C(Cn1nc(C(F)(F)F)c2c1CCCC2)NCCN1CCOCC1	-0.4	16	-4	2	0	3	17	2	-18
O=C(/C=C/c1c(Cl)cccc1Cl)NCc1ccccc1	-0.2	4	-8	-3	0	-6	8	0	-5
COc1cccc(-c2cc(C(=O)N/N=C/c3cccc(OC)c3OC)c3ccccc3n2)c1	1.5	-3	7	1	13	9	-20	-12	13
COc1ccc(NC(=O)CNC(=O)c2nn(-c3ccc(OC)cc3OC)c(=O)c3ccccc23)c(OC)c1	0.3	-2	4	1	1	-8	-6	3	1
Cn1ccc2cc(-c3csc(N4CCC(C(N)=O)CC4)n3)ccc21	-0.8	2	2	1	2	6	1	1	-5
COc1cc(NC(=O)NCC2CCN(Cc3ccccc3F)CC2)cc(OC)c1	-1.2	-1	-4	-6	2	-2	-7	1	0
Nc1cc(C(F)(F)F)ccc1OCC1CCCO1 (stereo not given)	0.9	-2	7	-1	0	-4	-2	-3	-1
NC(=O)Cn1c(=O)n(CCCC(=O)NC2CCN(Cc3ccccc3)CC2)c(=O)c2ccccc21	-0.7	-2	4	-7	1	-2	-2	-1	-11
COCCCNC(=O)Cn1c(=O)n(CCCCCC(=O)Nc2ccccc2)c(=O)c2sccc21	-0.7	18	-4	-1	2	9	5	4	-5
COc1cccc(-c2nc(CCl)cs2)c1OC	-0.3	12	12	-2	0	-2	-5	-7	-9
CCOC(=O)[C@@H]1[C@H]2COc3ccccc3[C@H]2N2C(=O)N(c3cccc(Cl)c3)C(=O)[C@@]12C	3.6	-4	9	0	1	-12	7	2	19
CCOc1ccc(S(=O)(=O)Nc2ccc3c(c2)n(C)c(=O)n3C)cc1	1.0	0	3	4	11	3	-13	-4	-3
CCCCNC(=O)Nc1nc(SCC(=O)OCC)n[nH]1	-0.1	8	1	0	1	1	4	-2	-1

In a second layout: entries from further up.
| SMILES | CRFBP-R2 agonist | M1 PAM | CHRM5 antagonist | CHRM5 agonist | CHRM4 agonist | CHRM4 antagonist | M4 PAM | M5 PAM | M1 antag |
| --- | --- | --- | --- | --- | --- | --- | --- | --- | --- |
| O=C(Nc1ccccc1)c1ccccc1NC(=O)c1ccccc1[N+](=O)[O-] | 0.2 | 5 | 10 | -1 | 3 | -2 | 18 | 0 | -14 |
| CCOC(=O)c1c(C)oc(NC(=O)CCl)c1C(=O)OCC | 0.2 | 4 | 1 | -3 | 0 | 3 | -5 | -3 | 0 |

Continued:
SMILES	CRFBP-R2 agonist	M1 PAM	CHRM5 antagonist	CHRM5 agonist	CHRM4 agonist	CHRM4 antagonist	M4 PAM	M5 PAM	M1 antag
COc1cc(/C=N/NC(=O)/C(=C/c2ccccc2)CCO)ccc1O	1.7	4	1	-1	2	7	-9	-3	0
COc1cc(N)c(Cl)cc1C(=O)OC(C)C(=O)Nc1cccc(S(=O)(=O)N2CCOCC2)c1 (stereo not given)	-0.7	8	0	4	7	-5	3	2	-8
C=CCSc1nnc(CNS(=O)(=O)c2ccc(C)cc2)n1C	-1.2	2	17	0	1	10	0	-5	-5
O=C(NCC1CCCO1)[C@@H]1CSC2c3ccccc3C(=O)N21 (stereo not given in full)	-2.4	1	-5	2	2	3	5	2	-10
CCOC(=O)C(C)Oc1cccc2c(=O)n(CC(=O)Nc3ccc(OC)cc3)ccc12 (stereo not given)	nt	-1	-5	0	2	11	-4	1	-8
O=C(NNS(=O)(=O)c1ccc(Br)cc1)c1ccccc1-n1cccc1	-3.3	4	0	-4	2	2	0	4	-9
Cc1ccc(NC(=O)NC2=N/C(=C(/C#N)C(=O)N3CCCC3)c3ccccc32)cc1	-2.6	3	5	-1	0	-2	3	-3	2
O=c1cc(C(F)(F)F)nc(SCc2cccnc2)[nH]1	0.0	7	-12	1	-2	-9	11	6	-12
Cc1cc(C)c(NC(=S)NC(CO)(CO)CO)c(C)c1	-1.6	7	5	-2	0	6	-1	1	14
CCn1ncc([N+](=O)[O-])c1C(=O)Nc1nc2cccc(C)c2s1	2.7	7	3	-1	1	2	-3	-1	-7
CCOC(=O)c1sc(-c2ccccc2)cc1NC(=O)Nc1ccc([N+](=O)[O-])cc1	-0.5	-2	-9	0	0	2	0	2	2
COc1cc2ccccc2cc1C(=O)Nc1ccc(Cc2ccncc2)cc1	3.1	-16	16	-1	15	22	-28	-17	30*
Cc1ccc2oc(-c3ccccc3)nc2c1	3.6	-5	2	-1	0	14	10	-4	-9
Cc1cc([N+](=O)[O-])ccc1NC1CCCC1	1.0	-7	-3	-6	-2	-7	4	-5	7
NS(=O)(=O)c1ccc(CCNC(=O)c2ccccc2Cc2ccccc2)cc1	-1.9	7	7	0	5	-2	1	-7	-6
CC(=O)OCC(=O)C1(O)CCC2C3CC(C)C4=CC(=O)C=CC4(C)C3=CCC21C (stereo not given)	4.0	-2	21	-3	2	-5	0	-9	-3
COc1ccc(CN(CCCN2CCOCC2)S(=O)(=O)N(C)C)cc1OC	2.5	4	2	0	1	-8	10	5	0
CCOC(=O)c1c(C)[nH]c(N=Nc2ccc(C)cc2)c1C	0.2	-8	3	-1	1	-18	3	-9	8
N#CCSc1nnc(C2CCCCC2)n1Cc1ccccc1	-0.5	14	-4	0	0	-6	14	2	-19
COc1ccc(O)c(C(=O)c2cnn(-c3ccc(Cl)cc3)c2)c1	0.8	-2	-1	-5	2	4	-10	4	5
COc1cc(OC)cc(C(=O)NNC(=O)CN2C(=O)NC(C)(c3ccc(C)cc3)C2=O)c1 (stereo not given)	0.0	9	-5	-3	0	-15	7	4	-7
CCc1ccc2c(c1)C(c1ccc([N+](=O)[O-])cc1)=NNC(c1ccc(F)cc1)=N2	-1.0	1	4	-5	-2	4	-1	-6	-9
COc1ccc(S(=O)(=O)n2ccnc2)c2cccnc12	-0.6	1	-3	-1	0	-5	2	-5	7
COc1ccc(/C=C2\SC(=S)N(CC(=O)NNC(=O)c3ccncc3)C2=O)cc1	19	-15	13	0	19	4	-11	-14	12
COc1ccccc1OCC(=O)Nc1ccccc1C(=O)NC1CC1	-0.7	15	9	3	1	7	11	0	-2
NC(=O)C1CCCN1 (stereo not given)	0.2	4	4	0	0	-2	-7	2	-4
COc1ccc(N2C(=O)C3C4C=CC(CC4)C3C2=O)c([N+](=O)[O-])c1 (stereo not given)	-0.8	10	-4	-1	1	13	-2	-2	-11
Cc1ccc(S(=O)(=O)N2CCC(=O)N([C@H](COC(=O)Nc3ccccc3)Cc3ccccc3)CC2)cc1	nt	nt	12	0	2	2	-2	-7	nt
CN(CCc1ccccc1)C(=O)c1ccc(NC(=O)Cc2ccc(NC(=O)C3CCN(C(=O)C4CCC4)CC3)cc2)cc1	0.0	8	-3	1	0	-3	1	3	-11
C=CCn1c(SCC(=O)NC(=O)NCCC)nnc1C1CCCCC1	-0.1	-1	-5	1	1	-2	4	-3	-20

Two consecutive records from above, for reference:
SMILES	CRFBP-R2 agonist	M1 PAM	CHRM5 antagonist	CHRM5 agonist	CHRM4 agonist	CHRM4 antagonist	M4 PAM	M5 PAM	M1 antag
CC(=O)OCC(=O)C1(O)CCC2C3CC(C)C4=CC(=O)C=CC4(C)C3=CCC21C (stereo not given)	4.0	-2	21	-3	2	-5	0	-9	-3
COc1ccc(CN(CCCN2CCOCC2)S(=O)(=O)N(C)C)cc1OC	2.5	4	2	0	1	-8	10	5	0

Assay outcomes as filed in PubChem BioAssay.
